# hcGAS inh: inhibitors of human cGAS; Q8N884; recombinant h-cGAS, ATP depletion, Kinase-Glo luminescence; inhibition, % at 12.5 µM; 290,000 tested, 0.081% active;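 note: 0% = vehicle reaction and 100% = reaction without DNA for no activity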
# Target sequence (Q8N884 whole entry, looked up): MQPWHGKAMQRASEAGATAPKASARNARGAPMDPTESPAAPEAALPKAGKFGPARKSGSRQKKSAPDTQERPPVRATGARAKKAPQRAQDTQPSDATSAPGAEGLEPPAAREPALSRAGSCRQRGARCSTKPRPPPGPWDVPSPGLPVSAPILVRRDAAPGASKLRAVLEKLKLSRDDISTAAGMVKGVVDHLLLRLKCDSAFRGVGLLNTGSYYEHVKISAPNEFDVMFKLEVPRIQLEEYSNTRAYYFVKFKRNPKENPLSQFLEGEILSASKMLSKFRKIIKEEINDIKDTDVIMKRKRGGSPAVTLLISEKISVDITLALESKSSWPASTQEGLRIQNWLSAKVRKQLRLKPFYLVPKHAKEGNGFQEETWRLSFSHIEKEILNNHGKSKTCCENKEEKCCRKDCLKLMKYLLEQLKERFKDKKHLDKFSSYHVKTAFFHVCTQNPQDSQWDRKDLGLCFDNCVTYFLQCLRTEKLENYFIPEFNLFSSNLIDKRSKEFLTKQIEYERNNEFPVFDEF
# NPYLR7 agonist: activates Aedes aegypti NPYLR7 receptor | HEK293T NPYLR7/Galpha15, GCaMP6s calcium fluorescence | activation, % at 10 µM | 270,000 tested, 0.15% active; in the data active = activation above about 40%;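 note: 0% = vehicle and 100% = reference agonist at the receptor; some compounds past the cut are filed as inactive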
# mcGAS lum: mouse cGAS inhibition by luminescence. inhibition, % at 12.5 µM. Q8C6L5. 160,000 tested, 0.15% active. recombinant cGAS, Kinase-Glo ATP depletion luminescence;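 note: 0% = negative control wells and 100% = reference inhibitor with no enzyme activity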
# An asterisk follows results filed as active; x = not tested or not shown. Cut-off read from the data, not from the text of the source, unless noted: active = inhibition above about 40%; inactive = the rest.
# A first look, 4 compounds:
SMILES,hcGAS inh,NPYLR7 agonist,mcGAS lum
CCOC(=O)CNC(=O)N(CCCOC)CC(=O)N(CCc1c[nH]c2ccccc12)Cc1ccc(C(F)(F)F)cc1,-2.5,-8.6,-3.7
CC(C(=O)N(C)CCC#N)N1CCC(CN2CCCCC2=O)CC1 (centres undefined),-12.7,5.8,x
O=c1c2nnn(-c3cccc(F)c3)c2ncn1C/C=C/c1ccccc1,-10.3,-1.9,-9.1
CCOC(=O)C1=C(C)NC(=O)NC1c1ccc(N2CCOCC2)cc1 (centres undefined),-3.3,-7.6,-7.3

# Main list, from the start:
SMILES,hcGAS inh,NPYLR7 agonist,mcGAS lum
CCOC(=O)CNC(=O)N(CCCOC)CC(=O)N(CCc1c[nH]c2ccccc12)Cc1ccc(C(F)(F)F)cc1,-2.5,-8.6,-3.7
CC(C(=O)N(C)CCC#N)N1CCC(CN2CCCCC2=O)CC1 (centres undefined),-12.7,5.8,x
O=c1c2nnn(-c3cccc(F)c3)c2ncn1C/C=C/c1ccccc1,-10.3,-1.9,-9.1
CCOC(=O)C1=C(C)NC(=O)NC1c1ccc(N2CCOCC2)cc1 (centres undefined),-3.3,-7.6,-7.3
CCC(C)C(NC(=O)COc1ccc(Cl)cc1)C(=O)Nc1nnc(-c2ccc(Cl)cc2)s1 (centres undefined),3.1,-3.8,2.1
O=C(O)C1CN(S(=O)(=O)N2CCc3ccccc3C2)CCN1 (centres undefined),-3.4,0.2,x
C=C1c2ccccc2C(=O)N1CC(=O)N1CCOc2cc(F)ccc21,-5.2,-7.7,-15.4
CCOC(=O)C1(O)CSc2nc3sc4c(c3c(=O)n21)CCCC4 (centres undefined),-4.0,-5.0,x
COc1ccc(C)c2sc(=NC(=O)CN3C(=O)CCC3=O)n(C)c12,2.6,1.1,-3.0
O=C(c1cccc([N+](=O)[O-])c1)N1CCC2(CC1)SCCN2C(=O)C1CCCC1,-2.8,7.3,-4.8
O=C(CN1CCN(c2ccccc2F)C1=O)Nc1ccc(F)c(C(F)(F)F)c1,-8.9,0.4,x
CCN1CCCC1CNC(=O)CCC1CCN(C2CCN(C(C)=O)CC2)CC1 (centres undefined),-12.7,0.6,-10.2
O=C(Nc1ccnn1Cc1ccc(Cl)cc1)C1CCN(S(=O)(=O)c2ccc(F)c(F)c2)CC1,-4.9,-3.0,-8.6
CSc1ccc(C2c3[nH]c4ccccc4c3CCN2Cc2nccs2)cc1 (centres undefined),-3.7,16.9,-5.3
Cc1cncc(C(=O)N(CCN(C)C)Cc2cccs2)c1,-12.6,6.6,x
O=C(Nc1cccc(OCc2ccccn2)c1)C1CCc2cn[nH]c2C1 (centres undefined),-1.6,2.1,x
CC(C)n1cc(C(=O)N2CCN(C(=O)CCC3CCCC3)CC2)c2nn(-c3ccccc3)c(=O)c-2c1,-1.0,-4.9,-1.8
CC(=O)Cn1c(=O)c2c(nc3n(-c4ccccc4F)c(C)c(C)n23)n(C)c1=O,-7.7,-0.1,x
COc1ccc(N2CC(C(=O)Nc3c4c(nn3-c3ccc(OC)cc3)CS(=O)(=O)C4)CC2=O)cc1 (centres undefined),-7.5,-1.2,-9.2
Cc1ccc2nc(C)c(NC(=O)c3ccccc3C)c(=O)n2c1,-11.7,5.0,x
O=S(=O)(Nc1ccccc1)c1ccc2cccc3c2c1CC3,-5.3,8.2,x
Nc1cc([N+](=O)[O-])ccc1NS(=O)(=O)c1ccc(Cl)cc1,2.4,1.4,-1.2
Cc1[nH]c2c(C(=O)NCC3(O)CCCNCC3)cccc2c1C (centres undefined),-6.2,4.5,x
Cc1cc(C(=O)Nc2ccc3c(c2)OC2(CCCC2)O3)c(C)o1,-5.1,-3.0,-5.7
Cc1cccc(-c2noc(N3CCOCC3)c2CN(Cc2ccc(F)cc2)C(=O)c2ccc(Cl)cc2)c1,-5.5,8.2,-2.8
CN1CCCc2cc(C(CNC(=O)Nc3cccs3)N3CCCC3)ccc21 (centres undefined),2.4,-5.9,-1.3
CCc1cc2c(SCC(=O)N3CCNC3=O)ncnc2s1,3.0,-3.8,x
COc1ccc(CC(C)(N)C(=O)O)cc1OC (centres undefined),-5.4,9.0,x
Cc1nc2c(=O)n(CC(=O)Nc3ccc(Cl)cc3)nc(-c3ccc(F)cc3)c2s1,0.2,3.3,-8.9
COc1ccc(-c2cc(NC(=O)c3ccc(F)c(Cl)c3)n(-c3ccccc3)n2)cc1,-7.3,4.4,-5.9
Cc1ccsc1C(=O)N(CC1CCN(Cc2ccccc2F)CC1)CC1CCCO1 (centres undefined),-9.8,-2.5,-11.0
O=C(Oc1coc(CSc2ncccn2)cc1=O)c1ccc(C(F)(F)F)cc1,-1.4,-12.3,4.3
CC(=O)Nc1ccc(Cl)c(-c2nc3cc(Cl)ccc3o2)c1,-0.2,29.8,-8.1
CCOC(=O)C1c2c(OC)ccc3c2C(=CC(C)(C)CO3)CN1C1COC1 (centres undefined),1.7,0.2,-5.3
COc1ccc(C(N)c2csc(Nc3ccc(C(=O)NCCCO)cn3)n2)cc1 (centres undefined),-2.7,-4.3,-7.1
COc1cc(NS(C)(=O)=O)ccc1Nc1c2ccccc2nc2ccccc12,9.5,4.4,1.3
Cc1cc(C)c2sc(N3CCN(C(=O)c4cc(C)no4)CC3)nc2c1,-4.0,8.7,-7.8
CC(OC(=O)Cc1ccc(F)c(F)c1)c1ccccn1 (centres undefined),-7.9,-3.5,x
CCCN(CC(C)(C)O)c1ncnc2ccc(Br)cc12,-1.7,-13.5,x
COc1ccc(CN(Cc2ccco2)C(=O)c2c(OC)cccc2OC)cc1OS(C)(=O)=O,4.2,-6.8,0.1
CC(C)NC1CCCN(c2nc(CN3CCOCC3)nc3sc4c(c23)CCCC4)C1 (centres undefined),-4.4,2.0,x
CCCCc1ncc(CN2CCC3(CC2)C(=O)NCCN3C)[nH]1,-4.0,6.2,-18.0
CS(=O)(=O)CCc1nc(C2CC2)nn1CC(=O)O,-4.6,x,-4.9
COc1ccccc1C1CC(c2ccc(Br)cc2)=NN1S(C)(=O)=O (centres undefined),-6.0,7.3,-2.7
COc1ncccc1C(=O)N1CCC(n2nccc2NC(=O)CC(C)C)CC1,-7.7,-4.1,-4.8
CC(=O)Oc1ccc(Cn2c(C)c(C(=O)NCc3ccc4c(c3)OCCO4)sc2=O)cc1,-3.0,-5.3,x
Cc1nn2c(=O)[nH]c(SCC(N)=O)nc2c1-c1ccccc1,54.9*,15.6,0.4
CC(C)OC(=O)CSc1ccc(S(=O)(=O)C(F)(F)F)cc1[N+](=O)[O-],0.0,-2.9,x

# Not a retest: 4 of the compounds above.
SMILES,hcGAS inh,NPYLR7 agonist,mcGAS lum
COc1ncccc1C(=O)N1CCC(n2nccc2NC(=O)CC(C)C)CC1,-7.7,-4.1,-4.8
CC(=O)Oc1ccc(Cn2c(C)c(C(=O)NCc3ccc4c(c3)OCCO4)sc2=O)cc1,-3.0,-5.3,x
Cc1nn2c(=O)[nH]c(SCC(N)=O)nc2c1-c1ccccc1,54.9*,15.6,0.4
CC(C)OC(=O)CSc1ccc(S(=O)(=O)C(F)(F)F)cc1[N+](=O)[O-],0.0,-2.9,x

# The list continues:
SMILES,hcGAS inh,NPYLR7 agonist,mcGAS lum
COc1cc(-c2nc3nc4ccccc4nc3n2CC2CCCO2)cc(OC)c1OC (centres undefined),-3.2,-0.5,-7.6
NC(=O)c1ccsc1NC(=O)CSc1ncnc2sccc12,-4.1,7.7,-1.8
c1ccn2c(CNC3CC4CC3C3CCCC43)nnc2c1 (centres undefined),-3.8,-1.5,x
CCC(C)c1ccccc1OS(=O)(=O)c1ccc2c(c1)NC(=O)CO2 (centres undefined),-5.4,-2.2,-16.3
C=CCC(=O)N1CCCC(CCc2ccccc2)C1 (centres undefined),-8.5,2.4,x
O=C(CCl)NC(=O)NCc1ccco1,-2.8,-7.3,7.3
COc1ccc(-n2nc(-c3ccc(OC)cc3OC)cc2C(=O)N2CCN(Cc3ccccc3)CC2)cc1,-15.2,-4.4,-5.9
C=C1C[C@]23C[C@@]1(O)CC[C@H]2[C@@]12C=C[C@H](O)[C@@](C)(C(=O)O1)[C@H]2[C@@H]3C(=O)O,-6.5,-15.9,x
c1ccc2c(c1)OCC(Cn1ccnc1-c1cnc[nH]1)O2 (centres undefined),-7.8,4.9,x
CC(=O)Oc1c(C)ncc2c1COC(C)(C)OC2,-9.1,9.7,x
Nc1ccnc(N2CCc3onc(-c4ccccc4F)c3C2)n1,-7.9,-3.4,-12.3
NCc1ccc(N2CCN(c3ncccn3)CC2)c(F)c1,-4.7,4.7,x
NC1CCC(Nc2nccc3[nH]c(-c4cccc(OC(F)(F)F)c4)nc23)CC1 (centres undefined),-1.7,-6.0,-4.9
N#CCSc1ccc(S(=O)(=O)N2CCOCC2)cn1,-1.8,0.0,x
CC(=O)c1cc(CCC(=O)Nc2nc(CC(N)=O)cs2)oc1C,-0.1,11.9,x
CCCOc1ccc(S(=O)(=O)N2CCN(c3ccccc3C)CC2)cc1C,-7.7,-2.5,x
COc1ccc(NC2CCCN(Cc3noc(C4CC4)n3)C2)cc1OC (centres undefined),-1.6,8.0,x
Cc1nc2c(c(N3CCCC3)n1)CN(C(=O)Nc1cc(C(F)(F)F)cc(C(F)(F)F)c1)CC2,-9.5,-10.0,-3.9
COc1cccc(CSc2nnc(CNC(=O)C3C[C@H]3c3ccccc3)n2-c2ccc(Cl)cc2Cl)c1 (some centres undefined),-0.1,9.9,-3.3
C=CCn1c(COc2ccccc2F)n[nH]c1=S,-9.3,0.7,-5.9
CCOC(=O)c1cc(-c2ccccc2C)n(-c2ccc(C(=O)NCCC#N)cc2)n1,0.1,3.3,-4.0
Cc1ccc(S(=O)(=O)NC2=NS(=O)(=O)c3ccccc32)cc1,-3.0,0.3,-4.9
COc1ccc2c(c1)C1(SC(C)(C)CN1C(=O)c1ccco1)C(=O)N2 (centres undefined),-7.8,x,-4.4
CSc1cccc(NC(=O)Cn2c(=CC(=O)C(C)(C)C)sc(=Cc3ccsc3)c2=O)c1,-3.3,-4.4,-5.3
NC(=O)CSc1nnc(-c2c[nH]c3ccccc23)n1CC1CCCO1 (centres undefined),-6.8,3.1,-7.2
Cc1ccc2nc(-c3cccc(F)c3)c(NCc3ccccc3)n2c1,1.2,3.6,-7.6
Cc1cc(C)c(C)c(S(=O)(=O)NNC(=O)c2nccc3ccccc23)c1C,4.2,-19.0,1.7
COc1cccc(C(=O)Nc2c(C)nc3ccccn3c2=O)c1OC,-6.5,-3.5,x
Cc1sc2[nH]c(=S)n(C(C)C)c(=O)c2c1C,-6.4,-0.9,x
O=C(c1cccs1)N1CCN(c2ccc([N+](=O)[O-])c(N3CCCCC3)c2)CC1,-7.3,0.8,-2.9
Cn1ccnc1CN(C(=O)c1ccccc1-c1ncn[nH]1)C1CC1,-5.8,29.9,-9.5
Cc1cccc(CC2SC(=Nc3ccc(Br)cc3)NC2=O)c1 (centres undefined),0.3,-4.6,-5.7
c1ccc(-c2nc3c(cnn3Cc3cccs3)[nH]2)cc1,-5.4,12.3,x
CCOc1cccc(/C=C2/SC(=Nc3ccccc3OC)C(C(=O)OC)=C2O)c1O,4.4,-4.4,x
O=C(C1CCC1)N1CCCC(OCCOc2ccccc2)C1 (centres undefined),-8.2,17.2,-4.0
Cc1cc(C)nc(CCNc2nccc(CCC(F)(F)F)n2)n1,-6.0,24.7,x
COCCN1CCCC[C@]2(C[C@H](CO)[C@H](c3ccccc3)N2C(=O)OCC(C)C)C1=O,-8.2,5.1,-6.9
CCN(CC)c1ccc(NC(=O)CCl)cc1,-2.2,-3.4,-5.7
COc1ccc(CC(=O)Nc2c(C)nc3sccn3c2=O)cc1OC,-7.6,10.3,-7.1
N#CC(=Cc1ccc2c(c1)OCCO2)C(=O)Nc1ccc(SC(F)F)cc1,-5.9,21.6,-5.6
COc1ccc(-c2n[nH]c(=O)c3ccccc23)cc1Cl,-9.2,-4.4,x
COc1ccc(S(=O)(=O)N2CCC(NS(=O)(=O)c3cc(Cl)cc(Cl)c3)CC2)cc1,-3.2,4.8,-6.5
COc1ccccc1NC(=O)Cn1nc(C2CCCN(S(C)(=O)=O)C2)n(C)c1=O (centres undefined),-6.6,-4.4,-8.5
COc1cccc(CC2(CO)CCCN(Cc3nc4ccccc4n3C)C2)c1 (centres undefined),-4.8,11.7,-2.6
CC(NC(=O)c1ccc(Cl)cc1)C(=O)N(C)C(C)c1ccccn1 (centres undefined),-14.9,6.6,x
O=C(Nc1ccccc1N1CCOCC1)[C@@H]1O[C@H](CO)[C@H](O)[C@H](O)[C@H]1O,-4.0,4.4,-5.6
CCSc1ncc(CN2CCN(c3cccc(C(C)C)n3)CC2)cn1,-6.5,8.7,x
CN1C(=CP(=O)(C2CCCCC2)N2CCOCC2)C(C)(C)c2ccccc21 (centres undefined),-7.9,5.3,x
O=C(CCCn1cc([N+](=O)[O-])cn1)n1cccn1,-4.4,1.5,x
Cc1nn(-c2ccccc2)c2nc(Cc3ccccc3)nc(N3CCCN(S(=O)(=O)c4cccc5cccnc45)CC3)c12,-0.2,x,-4.4
COC(=O)c1ccc(COC(CN2CCN(S(=O)(=O)c3cc(C)ccc3OC)CC2)c2cccc(OC)c2)cc1 (centres undefined),-2.9,-2.6,-5.0
C[C@@]12C(=O)N(CC3CC3)c3ccccc3[C@@H]1[C@@H](C(N)=O)CN2C(=O)c1ccccc1,2.2,2.6,-4.5
O=c1c2cccc3cccc(c32)c2nc3ccc4ccccc4c3n12,6.6,-1.6,x
Cc1cc(C(=O)N2CCCCC2C(C)NC(=O)OC(C)(C)C)sc1C (centres undefined),-3.2,12.4,-16.2
CCN(CC)CCn1c2c(c(SCC(=O)Nc3cccc(C(C)=O)c3)nc1=O)CCCC2,-4.2,-0.6,-5.1
COCCNC(=O)[C@@]1(OCc2cccc(OC)c2)CC(OCc2cccc(F)c2F)[C@@H]2OC(C)(C)O[C@@H]2C1 (some centres undefined),2.9,-6.7,-0.6
O=C1CC(c2ccc3c(c2)OCO3)CC2=Nc3ccccc3NC(c3cc4c(cc3Br)OCO4)C12 (centres undefined),-3.4,5.5,-3.3

# Screening data deposited in PubChem by Fisher Drug Discovery Resource Center.
